# High-throughput results (PubChem BioAssay)
# Scp-1 inhibitor = inhibitors of human Scp-1 phosphatase. 0.88% of 340,000 active. inhibition, % at 20 µM. AID 493091. Q9GZU7. Recombinant Scp1, phosphopeptide, malachite green phosphate absorbance;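 active = inhibition above about 50% at 20 µM, limit read from the data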;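 note: plate controls were DMSO wells with enzyme for no effect and wells lacking enzyme for full effect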
# Target sequence (Q9GZU7 76-261 limits assumed): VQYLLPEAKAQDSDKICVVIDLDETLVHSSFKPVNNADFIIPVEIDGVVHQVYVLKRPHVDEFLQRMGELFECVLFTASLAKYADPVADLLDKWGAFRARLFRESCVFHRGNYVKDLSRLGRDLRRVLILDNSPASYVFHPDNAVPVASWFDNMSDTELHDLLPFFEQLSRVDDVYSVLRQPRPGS
#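 Assay system: SCP-1 catalytic fragment, aa 76-261 | Buffer or medium: Tris acetate buffer pH 5.5 with MgCl2 and Tween-20 | Compound: One concentration, 20 µM, with 1.0% DMSO | Also added: Phospho 17-mer peptide substrate | Signal: Absorbance at 630 nm | Incubation: 45 min enzyme reaction at room temperature | Measure: % inhibition of SCP-1 phosphate liberation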
# Rpn11 inh = blocks the human proteasome subunit Rpn11. human 26S proteasome, Ub4-pepOG fluorescence polarization; 20S core pre-blocked with epoxomicin. calls only at 20 µM. 0.59% of 360,000 active. AID 588493;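 active = inhibition at 20 µM, scaled to each plate's controls, above about 33%, limit read from the data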
# Target sequence (O00487 whole entry, looked up): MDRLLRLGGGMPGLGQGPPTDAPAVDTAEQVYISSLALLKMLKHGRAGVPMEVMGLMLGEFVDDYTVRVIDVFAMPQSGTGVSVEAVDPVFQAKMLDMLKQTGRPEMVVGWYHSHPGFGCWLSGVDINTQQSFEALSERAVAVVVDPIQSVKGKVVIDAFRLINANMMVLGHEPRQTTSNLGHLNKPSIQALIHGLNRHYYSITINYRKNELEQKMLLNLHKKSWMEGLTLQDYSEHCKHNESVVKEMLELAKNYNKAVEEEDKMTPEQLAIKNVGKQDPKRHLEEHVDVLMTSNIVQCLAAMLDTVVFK
# Neddyl block = inhibitors of human cullin neddylation | P61081+Q13564 | TR-FRET cullin neddylation, biochemical | calls only at 25 µM | 0.58% of 360,000 active | AID 651699; in the data active = inhibition above about 36%
# DNMT1 inh = blocks human DNA methyltransferase DNMT1; AID 588458; DNMT1 molecular beacon, Hinp1I cleavage, fluorescence; 0.83% of 360,000 active; inhibition (reported as % activation of signal), % at 10 µM; in the data active = inhibition above about 50%
# STEP block = inhibitors of human striatal-enriched phosphatase STEP; P54829; recombinant STEP, OMFP fluorogenic substrate, fluorescence; inhibition, % at 20 µM; 0.25% of 360,000 active; AID 588621;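 active = inhibition at 20 µM, scaled per plate between control wells, above about 37%, limit read from the data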;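 note: 0% = DMSO with enzyme and substrate and 100% = substrate only without enzyme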
#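 Assay system: isolated STEP enzyme. Buffer or medium: pH 6.0 Bis-Tris with DTT and Tween 20. Also added: fluorogenic phosphatase substrate OMFP at 25 µM final. Dosing: 20 µM, 1% DMSO. Timing: 20 min reaction, room temperature, in the dark. Measured by: fluorescence intensity, excitation 480 nm, emission 540 nm. Evaluation: normalized % inhibition.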
# LMPTP block = blocks human LMPTP phosphatase; P24666; recombinant LMPTP-A, OMFP fluorogenic substrate, fluorescence intensity; inhibition, % at 20 µM; 0.22% of 360,000 active; AID 651560;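 active = compounds that cut the enzyme signal by at least half of the control window in the single-dose screen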;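 note: plate controls were DMSO wells with enzyme plus substrate for no effect and substrate without enzyme for full effect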
#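 Material: LMPTP-A; amount: 0.625 nM enzyme; doses: single 20 µM dose; times: reaction 50 min, room temperature, dark; technique: fluorescence intensity of OMFP turnover product; benchmarks: no-enzyme and uninhibited controls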
# Rin1-Abl PPI inh = blocks binding of human Rin1 to Abl; P00519+Q13671; TR-FRET Rin1/Abl binding, biochemical; inhibition, % at 7.35 µM; 0.4% of 360,000 active; AID 588664; in the data active = inhibition above about 5%, passing the limit was not always enough
# SUMO1 PPI mod = modulators of human SUMO1-mediated protein-protein interactions; 0.33% of 360,000 active; inhibition, % at 20 µM; P63165; AID 602429; SUMO1 binding to a labelled peptide, TR-FRET, 1 h; in the data active = inhibition above about 37%
# Target sequence (P63165 whole entry, looked up): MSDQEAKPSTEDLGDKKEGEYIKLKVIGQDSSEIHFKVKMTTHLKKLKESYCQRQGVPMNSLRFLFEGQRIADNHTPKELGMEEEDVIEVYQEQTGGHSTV
# CSN inh = CSN deneddylation inhibition; Purified CSN, SCF-Nedd8-OG deneddylation, fluorescence polarization; inhibition, % at 12.5 µM; Q92905; 0.38% of 360,000 active; AID 651999;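 active = pattern-corrected inhibition above about 35%, with an unprinted fluorescence ratio check between 0.5 and 1.5, limit read from the data, passing the limit was not always enough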;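 note: 0% = enzyme with substrate and 100% = substrate without enzyme; some results filed as inactive read as strong as hits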
# Target sequence (Q92905 whole entry, looked up, one chain of several): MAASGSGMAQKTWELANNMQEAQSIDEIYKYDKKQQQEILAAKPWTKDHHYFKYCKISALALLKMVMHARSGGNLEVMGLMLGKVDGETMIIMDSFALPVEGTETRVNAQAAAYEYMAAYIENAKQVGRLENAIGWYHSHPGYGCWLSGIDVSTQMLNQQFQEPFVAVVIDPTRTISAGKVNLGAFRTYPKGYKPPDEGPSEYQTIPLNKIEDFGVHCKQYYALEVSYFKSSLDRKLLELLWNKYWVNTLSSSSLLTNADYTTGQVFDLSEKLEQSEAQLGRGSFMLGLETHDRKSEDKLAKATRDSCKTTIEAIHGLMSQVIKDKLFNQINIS
#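 Detection – fluorescence polarization · System – HEK293T-derived human Csn5 enzyme · Controls – substrate-only high control, full reaction low control · Timing – 90 min, room temperature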
# NadD inh = inhibitors of Staphylococcus aureus NadD; 0.78% of 360,000 active; AID 602399; purified NadD enzyme, colorimetric absorbance read-out; inhibition, % at 20 µM; in the data active = inhibition above about 26%; note: some compounds past the cut are filed as inactive
# * hit, by the source's call; i = inactive; . = no result given. Not a hit list (roughly 3.8% active in at least one column).
SMILES,Scp-1 inhibitor,Rpn11 inh,Neddyl block,DNMT1 inh,STEP block,LMPTP block,Rin1-Abl PPI inh,SUMO1 PPI mod,CSN inh,NadD inh
CC(C)c1nc(SCc2c(F)cccc2Cl)c2c(=O)n(C)c(=O)n(C)c2n1,-16,i,i,0,4,3.3,-2,4,2,-4
COc1ccc(CNC(=O)C(c2ccc(C)o2)N(C(=O)c2csnn2)c2ccc(C(C)C)cc2)cc1 (stereo not drawn),-10,i,i,-4,10,-0.1,3,2,0,-6
CCCCNC(=O)C1(C)CCC(=O)N1CCCn1ccnc1 (stereo not drawn),.,i,i,2,-1,-0.6,6,2,1,-9
c1ccc2c(c1)ccc1nnnn12,-4,i,i,-4,0,-0.5,-3,-1,0,-2
NS(=O)(=O)c1ccc(NS(=O)(=O)c2ccc(C3CNC(=O)C3)cc2)cc1 (stereo not drawn),4,i,i,10,-2,0.8,6,3,0,-5
CS(=O)(=O)N(CC(=O)N1CCOCC1)c1cccc(Cl)c1,.,i,i,-12,5,-2.7,1,2,90*,0
COc1ccccc1NC(=O)CN1CCC(c2nc3ccccc3[nH]2)CC1,-6,i,i,1,-5,0.3,3,3,0,-5
Cc1ccccc1N(CC(=O)Nc1ccccc1C(=O)O)S(C)(=O)=O,7,i,i,3,-3,-1.4,1,4,1,1
Cc1ccc(-c2nc3ccc(Br)cn3c2Cc2ccccc2)cc1,.,i,i,23,-2,1.9,4,6,-1,10
COc1ccccc1NC(=S)N(Cc1ccc(C)cc1)Cc1cccnc1,-2,i,i,0,-6,-0.3,-1,-1,-1,0
CN(C(=O)CSc1ncnc2sccc12)C1CCS(=O)(=O)C1 (stereo not drawn),0,i,i,3,-2,0.1,3,-3,2,-1
Cc1ccc(-c2nnc(N3CCCCC3)c3ccccc23)cc1S(=O)(=O)NCC1CCCO1 (stereo not drawn),-4,i,i,-4,0,2.3,-1,15,2,5
COC(=O)C(C)N(C(=O)c1cccc2ccccc12)c1c(C)cccc1C (stereo not drawn),-11,i,i,-1,8,0.4,0,-1,0,-4
O=[N+]([O-])c1ccc2nc(Cl)nc(-c3ccccc3)c2c1,-4,i,i,1,2,-2.0,0,-23,1,-3
Cc1c(Cl)cnc(NC(=O)COC(=O)c2ccncc2)c1Cl,31,i,i,23,3,1.2,0,11,5,12

# Overlap with the part before: 2 compounds, followed by the next part.
SMILES,Scp-1 inhibitor,Rpn11 inh,Neddyl block,DNMT1 inh,STEP block,LMPTP block,Rin1-Abl PPI inh,SUMO1 PPI mod,CSN inh,NadD inh
O=[N+]([O-])c1ccc2nc(Cl)nc(-c3ccccc3)c2c1,-4,i,i,1,2,-2.0,0,-23,1,-3
Cc1c(Cl)cnc(NC(=O)COC(=O)c2ccncc2)c1Cl,31,i,i,23,3,1.2,0,11,5,12
O=C(CSc1nc(O)cc(=O)n1-c1ccccc1)N1CCCCC1,-4,i,i,7,-3,0.7,2,1,5,-1
Cc1occc1C(=O)Nc1cccc(Cn2cccn2)c1,-4,i,i,-8,0,-0.5,4,3,3,-1
Cc1cccc(NS(=O)(=O)c2ccc(OCC(=O)N3CCCC3)cc2)c1,-10,i,i,1,1,-0.4,3,5,-2,-1
O=c1[nH]c(=O)n(-c2ccccc2)c2c1C(C(F)(F)F)(C(F)(F)F)N=C(CCC1CCCCC1)N2,3,i,i,-10,-1,1.2,5,0,4,-4
COc1ccccc1C(=O)Nc1cccc(N(C)S(C)(=O)=O)c1,-13,i,i,0,0,-1.2,-2,-4,0,-5
Cc1cc(N2CCN(C)CC2)nc2ccc(NC(=S)N3CCN(c4ccccn4)CC3)cc12,-7,i,i,0,4,3.5,-4,-1,1,-10
COc1ccc(-c2csc(Nc3ccccn3)n2)cc1OC,-2,i,i,-10,2,1.7,-1,-4,0,-2
O=C1C=C(c2ccc(Oc3ccccc3)cc2)C[C@@H](c2ccc(Cl)cc2)C1,-4,i,i,3,4,4.3,-4,3,1,-2
C/C(=N\NC(=O)CNC(=O)C(c1ccccc1)c1ccccc1)c1ccc(C(C)(C)C)cc1,-9,i,i,17,4,-0.1,1,0,7,6
COc1ccc(C(=O)CSc2nnc(CNC(=O)c3ccco3)n2C)cc1OC,-9,i,i,-1,0,-0.9,1,2,-1,-5
CC(C(=O)Nc1ccc(Cl)cc1)N(C)Cc1cccs1 (stereo not drawn),-1,i,i,0,0,1.2,1,1,0,1
Cc1cc(C)c(NC(=O)COC(=O)c2cccc3c2C(=O)c2ccccc2C3=O)c(C)c1,-8,i,i,-2,3,3.0,-7,-15,0,8
C=CCNc1nc(-c2ccc3c(c2)OCCO3)cs1,1,i,i,-14,-5,-0.9,2,-5,3,3
Cc1cc(NS(=O)(=O)c2ccc(NC(=O)c3cnc4sccn4c3=O)cc2)nc(C)n1,8,i,i,13,-2,0.0,-1,10,1,5
Cn1nnc2cc(C(=O)Nc3ccccc3F)ccc21,-1,i,i,2,-2,-0.6,-2,2,-1,-3
CCCC(O)(CCC)C(=O)NN1CCCCC1,-4,i,i,3,-1,-2.0,0,-2,3,3
CC/C(=N/NC(=O)CNc1ccc(Cl)cc1C)c1ccccc1,-9,i,i,2,-1,0.0,1,0,4,-3
CC1=C(C(=O)Nc2ccc(F)c(F)c2)C(c2cccs2)NC(=S)N1 (stereo not drawn),-8,i,i,-5,-2,-0.7,-2,-6,-17,5
CCOc1ccccc1/C=N/OCC(=O)NCc1ccc(F)cc1,1,i,i,4,0,-0.1,1,4,4,-5
CC(C)CC(COCc1ccc(Cl)cc1)N1CCN(C(=O)c2ccc(C(F)(F)F)cc2)CCC1=O (stereo not drawn),-4,i,i,2,1,3.7,-1,-1,0,0
COCCN1Cc2cccc(C(=O)Nc3ccc(S(=O)(=O)N4CCCCCC4)cc3)c2C1=O,4,i,i,8,1,-0.6,1,-2,3,-10
COC(=O)c1ccc(C)c(NS(=O)(=O)c2ccc3c(c2)OCCO3)c1,1,i,i,3,1,-2.7,-1,4,-7,-8
C[C@@H](C(=O)NCc1c(F)cccc1Cl)N1C(=O)N2CCc3c([nH]c4ccccc34)[C@@]2(C)C1=O,-7,i,i,1,1,0.9,-4,4,2,-8
CC(=O)c1c(-c2ccccc2)c2cc(Cl)ccc2[nH]c1=O,7,i,i,-1,-4,1.1,-5,0,-2,5
COC(=O)c1ccc(N2CCc3ccccc32)c([N+](=O)[O-])c1,-13,i,i,-1,4,5.7,-2,-47,-3,-18
CCc1nc(Nc2ccccc2F)c2oc3ccccc3c2n1,-5,i,i,2,-2,0.2,1,-2,-2,-5
Cn1ncc2c1NC(c1ccc(F)cc1)SCC2=O (stereo not drawn),.,i,i,-3,-1,-0.7,0,-2,2,5
O=C(NC1CCN(Cc2cccc([N+](=O)[O-])c2)CC1)c1ccccc1,2,i,i,2,-8,0.2,1,-13,7,-2
O=C(NC(=S)Nc1c(Cl)ccc2nsnc12)c1ccccc1F,6,i,i,-3,0,-1.3,3,-24,1,-4
COc1cnc(-c2ccccc2)nc1Sc1ccccc1,-6,i,i,0,-2,1.8,2,2,-4,-3

# CSN inh, entries above that show a hit
Compound	Scp-1 inhibitor	Rpn11 inh	Neddyl block	DNMT1 inh	LMPTP block	Rin1-Abl PPI inh	SUMO1 PPI mod	CSN inh	NadD inh
CS(=O)(=O)N(CC(=O)N1CCOCC1)c1cccc(Cl)c1	.	i	i	-12	-2.7	1	2	90*	0

# Additional records follow:
SMILES,Scp-1 inhibitor,Rpn11 inh,Neddyl block,DNMT1 inh,STEP block,LMPTP block,Rin1-Abl PPI inh,SUMO1 PPI mod,CSN inh,NadD inh
COc1ccc(NC(=O)COC(=O)CC2CCCC2)cc1Cl,-11,i,i,7,-4,0.4,0,5,1,-2
Cc1cccc(NC(=O)CSc2nc3[nH]c(=O)cc(O)c3s2)c1,61*,i,i,31,3,1.4,-2,7,-1,14
COc1ccc(S(=O)(=O)N(CC(=O)NCc2ccco2)c2ccc(F)cc2)cc1,-5,i,i,-1,1,0.8,4,1,2,-5
CCCc1nc2ccccc2c(C(=O)OCC(=O)N2CCc3ccccc32)c1CC,-2,i,i,-7,2,4.1,3,-2,-7,5
CC(=O)N1N=C(c2cccc([N+](=O)[O-])c2)OC1c1cccc(Br)c1 (stereo not drawn),-13,i,i,1,-1,0.4,2,-16,6,0
Cc1cc(C)c([N+](=O)[O-])cc1NC(=O)CCSc1ccccc1Cl,-2,i,i,1,-1,1.3,0,5,3,-11
COc1cc2c(cc1OC)C(c1ccc3c(c1)OCO3)C1=C(CC(C)(C)CC1=O)N2 (stereo not drawn),0,i,.,-5,3,1.3,1,-6,-3,-3
CC1(C)CC(=O)c2c(n(S(=O)(=O)c3ccccc3)c3ccc(NS(=O)(=O)c4ccccc4)cc23)C1,-7,i,i,-14,2,1.0,-4,-1,2,23
CC(=O)NCCC(=O)Nc1cccc(S(=O)(=O)N(C)c2ccccc2)c1,3,i,i,56*,-2,-0.3,-1,0,-1,5
Cc1ccccc1NC(=S)NCc1ccc2c(c1)OCO2,-4,i,i,0,11,-1.3,-2,1,2,2
O=C(C1CCN(S(=O)(=O)c2ccccc2F)CC1)N1CCCC1,-1,i,i,-5,-1,-0.7,1,3,1,-7
Cc1ccc(Cc2cnc(N3C(=N)SC(C)C3=O)s2)cc1 (stereo not drawn),2,i,i,-6,1,-2.5,3,-1,-3,2
CC1(C)CC(=O)C2=C(C1)OC(N)=C(C#N)C2c1ccccc1[N+](=O)[O-] (stereo not drawn),-3,i,.,0,-12,-0.8,1,-3,-33,3
N#Cc1c2c(nc(N)c1-c1ccccc1)CCCCC2,0,i,i,-2,3,1.1,-5,-1,0,-8
C=CCOC(=O)/C(=C/c1cccnc1)NC(=O)c1ccccc1,-7,i,i,2,-2,-2.2,-2,-2,0,1

# Record cards, as listed above. Order of values: Scp-1 inhibitor	Rpn11 inh	Neddyl block	DNMT1 inh	STEP block	LMPTP block	Rin1-Abl PPI inh	SUMO1 PPI mod	CSN inh	NadD inh
# Cc1cc(C)c(NC(=O)COC(=O)c2cccc3c2C(=O)c2ccccc2C3=O)c(C)c1 is listed as -8	i	i	-2	3	3.0	-7	-15	0	8
# COc1ccc(NC(=O)COC(=O)CC2CCCC2)cc1Cl is listed as -11	i	i	7	-4	0.4	0	5	1	-2
# CCCCNC(=O)C1(C)CCC(=O)N1CCCn1ccnc1 (stereo not drawn) is listed as .	i	i	2	-1	-0.6	6	2	1	-9
# CN(C(=O)CSc1ncnc2sccc12)C1CCS(=O)(=O)C1 (stereo not drawn) is listed as 0	i	i	3	-2	0.1	3	-3	2	-1

# Next part
SMILES,Scp-1 inhibitor,Rpn11 inh,Neddyl block,DNMT1 inh,STEP block,LMPTP block,Rin1-Abl PPI inh,SUMO1 PPI mod,CSN inh,NadD inh
O=C(NC1CCCc2c1cnn2-c1ccc(F)cc1F)c1cnccn1 (stereo not drawn),-7,i,i,-4,2,0.3,-3,1,-1,3
Cc1nn(-c2ccccc2)c(Cl)c1C(=O)NNC(=O)c1ccncc1,-10,i,i,2,0,-1.2,0,2,-3,-1
CCc1nc2c(OCc3ccc(F)cc3)cccn2c1N(C)C(=O)c1ccco1,.,i,i,0,-3,-1.7,-1,-2,2,1
Cc1ccc(-c2nnc(SCC(=O)Nc3nc4c(s3)CCCC4)n2C)cc1,0,i,i,11,15,-1.3,1,3,6,-3
